High-throughput results as filed in PubChem BioAssay.
RT RNaseH block = blocks HIV-1 RNase H cleavage of RNA/DNA duplex; RT-RNase H RNA/DNA duplex cleavage, fluorescence; 65,000 tested, 1.9% active; inhibition, % at 10 µM; AID 565; in the data active = inhibition above about 50%
RmlCD inh mix = RmlC/RmlD inhibition, mixture screen; RmlC/RmlD coupled enzyme inhibition, 384-well mixture HTS; inhibition, % at 5.5 µM; 110,000 tested, 0.39% active; AID 1532; in the data active = inhibition above about 30%, passing the limit was not always enough; note: strong numbers were not always called active
The depositor's hits bear a star; i = inactive; x = no result given.

mol	RT RNaseH block	RmlCD inh mix
COC(=O)CC(=O)CSc1nc2c(cc1C#N)CCCCC2	3	138*
O=C(CSc1nnc(CNC(=O)c2ccco2)o1)NC1CCCC1	3	2
O=C(c1ccco1)c1cn(CC(=O)N2CCCc3ccccc32)c2ccccc12	-16	-24
O=C(CN1CC(=O)Oc2ccccc21)OCC(=O)c1ccc(Br)cc1	x	i
Cc1ccc(C(=O)Nc2nnc(-c3cccs3)s2)cc1C	44	x
COc1ccc(C(=O)N/C(=C\c2cccc3ccccc23)C(=O)NCCc2c[nH]c3ccccc23)cc1OC	x	8
CC(=N\Nc1ccc(Cl)cc1)/C(=N/O)C(=O)Nc1ccccc1	x	-11
C1=C(C(c2nnnn2C2CCCCC2)N2CCCCC2)COc2ccccc21 (centres undefined)	1	4
CN1CCN(C(=O)C2=C[C@H](c3csc4ccccc34)C[C@H](OCCCCO)O2)CC1	x	15
Clc1ccccc1OCc1nc(-c2ccncc2)no1	-60	3
COc1cccc(NC(=O)Cc2c(O)c3ccccc3[nH]c2=O)c1	1	-3
O=C(Cn1c(=S)nc2ccccn21)N1CCc2ccccc2C1	-12	4
COC(=O)CNc1nc(C2CC2)nc2c1nnn2Cc1ccccc1Cl	-15	30
O=C(CNC(=O)c1ccco1)OCN1C(=O)c2ccccc2C1=O	-9	-11
CCCc1cc(=O)n2[nH]c(C)cc2n1	-68	6
CSc1ccccc1NC(=O)c1ccoc1C	1	1
Cc1ccc(CCNC(=O)C2CCCN(S(=O)(=O)c3c(C)noc3C)C2)cc1 (centres undefined)	-10	7
CC(=O)c1c(O)n(C)c(=S)n(-c2ccccc2)c1=O	4	-5
COc1cccc2cc(C(=O)OC3CCN(C)CC3)c(=O)oc12	-5	8
CCn1c(=O)cc(OCC(=O)N2CCCCCC2)c2ccccc21	-12	-27
NC(=O)c1ccc(-n2nnnc2SCc2ccc(F)cc2)cc1	-4	-3
CC(C)(C)C(=O)C(Cc1ccccc1Cl)n1cncn1 (centres undefined)	x	-1
COc1cc2c(cc1NC(=O)Nc1cccc(C)c1)oc1ccccc12	x	-118
COc1ccc(/C=C\C(=O)NCc2ccc3c(c2)cc(C)n3C)cc1OC	x	-17
CCn1c(-c2ccc(C(C)(C)C)cc2)n[nH]c1=S	64*	0
O=C(CCCc1ccccc1)N1CCN(c2ccc([N+](=O)[O-])cc2)CC1	x	9
CC1CCCCN1C(=O)c1cc2nc(-c3ccccc3)cc(-c3ccccc3)n2n1 (centres undefined)	x	-53
CC(C)C[C@H](NC(=O)OC(C)(C)C)C(=O)N1CCC(C(=O)O)CC1	x	4
Cc1nc(N2CCC(C)CC2)c2c(C)c(C(=O)O)sc2n1	-9	4
Cc1cc(C)nc(SCc2nnc(SCC(=O)NCc3ccco3)n2-c2ccccc2)n1	12	2
CCOC(=O)Cc1csc(NC(=O)C(C)(C)C)n1	-1	-10
Cc1ccc(/C=C2\SC(=S)N(CCCC(=O)Nc3ccccn3)C2=O)cc1	x	-20
Cc1c(NC(=O)CSc2ncn[nH]2)c(=O)n(-c2ccccc2)n1C	x	9
COCCNC(=O)CN(C)S(=O)(=O)c1ccc(Br)cc1	-3	x
CCOC(=O)N1CCC(NC(=O)C2CCCN(S(=O)(=O)c3cccnc3)C2)CC1 (centres undefined)	0	-9
O=C(CN1C(=O)COCC1=O)N1CCOCC1	-4	-12
CCOC(=O)c1ccc(S(=O)(=O)Nc2cc(C(C)(C)C)no2)cc1	1	-11
CN1CCN(C(=O)c2cnn3c(C(F)(F)F)cc(-c4ccc5c(c4)OCO5)nc23)CC1	1	-10
Cc1nc(NC(=S)NC(=O)c2cccs2)sc1C(=O)N(C)C	x	-1
O=[N+]([O-])c1cc(-c2cnc3ccccc3n2)ccc1Oc1ccc(F)cc1	x	12
O=C(CSc1cn(CCNC(=O)c2cccs2)c2ccccc12)NCC1CCCO1 (centres undefined)	-17	3
O=C(CCC1COc2ccccc2O1)NC1CCCCC1 (centres undefined)	x	10
COc1ccc(C2CC(=O)c3cnc(NC(=O)c4cc(OC)cc(OC)c4)nc3C2)cc1 (centres undefined)	-2	1
Cc1ccccc1OCCCC(=O)Nc1ccccc1C(F)(F)F	x	20
COc1ccc(-c2noc(CN(C(=O)c3c(-c4ccccc4Cl)noc3C)C(C)C)n2)cc1	-3	-15
COc1cc(C(=O)OCCN2CCOCC2)ccc1O	-4	-14
CC1CCN(C(=O)CCc2nc3cc(S(=O)(=O)N(C)C)ccc3n2C)CC1	-4	8
CCOC(=O)c1c(NC(=O)CN2CCOCC2)sc2c1CC(C)(C)OC2	14	-13
NC(=O)[C@@H]1CCOc2c(F)cc([N+](=O)[O-])cc2C(=O)N[C@@H](CO)C(=O)NCC(=O)N1	x	-9
COc1cccc2cc(-c3nnc(SCC(=O)NCCc4ccccc4)n3C)oc12	x	3
O=C(NCCOC(=O)c1ccccc1C(=O)OCCNC(=O)c1cccnc1)c1cccnc1	x	3
CC(C)CCOc1cccc(C2c3c(oc4ccccc4c3=O)C(=O)N2CCCN2CCOCC2)c1 (centres undefined)	-2	x
COc1ccc(CCNC(=O)CCn2c(=O)[nH]c3cc(OC)c(OC)cc3c2=O)cc1OC	x	6
COC(=O)C(Cc1c[nH]c2ccccc12)NC(=O)C(C)C (centres undefined)	x	4
COCc1[nH][nH]c(=O)c1C=Nc1ccc(Oc2ccccc2)cc1	x	17
O=C1CCC(C(=O)OCC(=O)C23CC4CC(CC(C4)C2)C3)N1 (centres undefined)	0	4
CCOC(=O)c1cccc(NC(=O)CCS(=O)(=O)c2cccs2)c1	-3	-3
O=C(c1ccc(C(F)(F)F)cc1)N1CCC(=O)N(C(COCc2ccccc2)Cc2ccccc2)CC1 (centres undefined)	x	23
Cc1ccc(CNn2cnnc2SCc2ccc(F)cc2)cc1	x	-12
O=C(c1ccco1)N(CCC(c1ccccc1)c1ccco1)Cc1ccc(F)cc1 (centres undefined)	x	8

(continued)
mol	RT RNaseH block	RmlCD inh mix
Cc1ccc(CCN2CC(C(=O)NCCCN3CCN(C)CC3)CC2=O)cc1 (centres undefined)	-2	-19
Cc1nc2nc(CSc3nc4ccccc4s3)cc(=O)n2[nH]1	4	-1
CC(=O)c1cccc(NC(=O)COc2nsnc2N2CCOCC2)c1	4	4
CC(C)(C)C1CCC(OCC(O)CN2CCN(c3ccccc3)CC2)CC1 (centres undefined)	x	-14
CC(NC(=O)COC(=O)CCNC(=O)c1ccco1)C12CC3CC(CC(C3)C1)C2 (centres undefined)	-1	10
O=C(O)CCn1ccnc1-c1ccccc1	-13	7
COC(=O)C1=C(c2ccccc2)C[C@@H]2CC[C@H]1N2C(=O)NCCNC(C)=O	x	3
O=C(Cn1ncc2c3ccccc3n(Cc3ccc(F)cc3)c2c1=O)N1CCC2(CC1)OCCO2	-12	30
O=C(Nc1cccc(Cl)c1)N1CCN2C(=O)c3ccccc3C12c1ccccc1 (centres undefined)	x	-2

Pulled by structure from above (two):
mol	RT RNaseH block	RmlCD inh mix
Cc1ccc(CCN2CC(C(=O)NCCCN3CCN(C)CC3)CC2=O)cc1 (centres undefined)	-2	-19
CC(NC(=O)COC(=O)CCNC(=O)c1ccco1)C12CC3CC(CC(C3)C1)C2 (centres undefined)	-1	10

Taken from above, 24 compounds:
mol	RT RNaseH block	RmlCD inh mix
COC(=O)CC(=O)CSc1nc2c(cc1C#N)CCCCC2	3	138*
O=C(CSc1nnc(CNC(=O)c2ccco2)o1)NC1CCCC1	3	2
O=C(c1ccco1)c1cn(CC(=O)N2CCCc3ccccc32)c2ccccc12	-16	-24
O=C(CN1CC(=O)Oc2ccccc21)OCC(=O)c1ccc(Br)cc1	x	i
Cc1ccc(C(=O)Nc2nnc(-c3cccs3)s2)cc1C	44	x
COc1ccc(C(=O)N/C(=C\c2cccc3ccccc23)C(=O)NCCc2c[nH]c3ccccc23)cc1OC	x	8
CC(=N\Nc1ccc(Cl)cc1)/C(=N/O)C(=O)Nc1ccccc1	x	-11
C1=C(C(c2nnnn2C2CCCCC2)N2CCCCC2)COc2ccccc21 (centres undefined)	1	4
CN1CCN(C(=O)C2=C[C@H](c3csc4ccccc34)C[C@H](OCCCCO)O2)CC1	x	15
Clc1ccccc1OCc1nc(-c2ccncc2)no1	-60	3
COc1cccc(NC(=O)Cc2c(O)c3ccccc3[nH]c2=O)c1	1	-3
O=C(Cn1c(=S)nc2ccccn21)N1CCc2ccccc2C1	-12	4
COC(=O)CNc1nc(C2CC2)nc2c1nnn2Cc1ccccc1Cl	-15	30
O=C(CNC(=O)c1ccco1)OCN1C(=O)c2ccccc2C1=O	-9	-11
CCCc1cc(=O)n2[nH]c(C)cc2n1	-68	6
CSc1ccccc1NC(=O)c1ccoc1C	1	1
Cc1ccc(CCNC(=O)C2CCCN(S(=O)(=O)c3c(C)noc3C)C2)cc1 (centres undefined)	-10	7
CC(=O)c1c(O)n(C)c(=S)n(-c2ccccc2)c1=O	4	-5
COc1cccc2cc(C(=O)OC3CCN(C)CC3)c(=O)oc12	-5	8
CCn1c(=O)cc(OCC(=O)N2CCCCCC2)c2ccccc21	-12	-27
NC(=O)c1ccc(-n2nnnc2SCc2ccc(F)cc2)cc1	-4	-3
CC(C)(C)C(=O)C(Cc1ccccc1Cl)n1cncn1 (centres undefined)	x	-1
COc1cc2c(cc1NC(=O)Nc1cccc(C)c1)oc1ccccc12	x	-118
COc1ccc(/C=C\C(=O)NCc2ccc3c(c2)cc(C)n3C)cc1OC	x	-17

The list is partial (hit frequency here may not be typical).
